# Screening results as filed in PubChem BioAssay.
# AmpC inh detg – blocks E. coli AmpC beta-lactamase in detergent assay; P00811; AmpC hydrolysis of nitrocefin, absorbance 480 nm, 0.01% Triton; Potency, µM (series often up to 114 µM), without a hit: at the top dose activity change, negative = inhibition, hits mostly inhibitors; 370,000 compounds, 0.041% hits;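 also: potency is read from the fitted curve at half-maximal effect; 0% = no-compound wells and -100% = no-enzyme wells; nearly all actives have a fitted effect of over 25% in size; some results filed as inactive show a strong effect at the top dose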
# Target sequence (P00811 whole entry, looked up): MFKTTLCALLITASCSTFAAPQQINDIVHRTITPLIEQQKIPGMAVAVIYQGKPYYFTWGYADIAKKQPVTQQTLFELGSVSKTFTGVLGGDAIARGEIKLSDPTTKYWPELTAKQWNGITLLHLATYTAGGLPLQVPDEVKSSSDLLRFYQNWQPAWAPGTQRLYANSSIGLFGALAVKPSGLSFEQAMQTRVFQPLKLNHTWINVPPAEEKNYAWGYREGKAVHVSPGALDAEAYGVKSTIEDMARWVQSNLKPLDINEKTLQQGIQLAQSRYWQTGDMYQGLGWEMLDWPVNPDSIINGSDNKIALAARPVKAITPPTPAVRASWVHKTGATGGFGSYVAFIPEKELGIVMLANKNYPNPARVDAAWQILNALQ
#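 20 mM phosphate pH 7.0 + 0.01% (detergent screen) or 0.0001% Triton X-100; 5.3 nM AmpC reagent; cpd preinc 15 min RT; nitrocefin (800 uM stock) to start; A480 q20 s × 4 min; Activity was normalised to no-enzyme and no-compound control wells.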
# TbPYK inhibitor – T. brucei pyruvate kinase inhibition | Q57TT1 | TbPYK enzyme, Kinase-Glo Plus ATP luminescence, 45 min | Potency, µM (titrated, usually from 76.8 µM), inactives show top-dose activity, negative = inhibition, actives largely listed as inhibitors | 410,000 compounds, 0.12% hits | AID 624173; also: potency is read from the fitted curve at half-maximal effect; nearly all actives have a fitted effect of over 50% in size
#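 ADP (130 uM final) triggers the TbPYK reaction after compound addition; incubation is 45 min at room temperature. Kinase-Glo Plus is then added and luminescence imaged. Normalized data are fitted to concentration-effect curves.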
# Sm TGR inh – S. mansoni TGR enzyme inhibition; Q962Y6; purified TGR, DTNB reduction, TNB absorbance 405 nm; Potency, µM (titrated, usually from 114 µM), for the others: at the top dose activity change, negative = inhibition, hits mostly inhibitors; 360,000 compounds, 3% hits; AID 485364; also: potency is read from the fitted curve at half-maximal effect; nearly all actives have a fitted effect of over 60% in size
#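 First, TGR (20 nM dispensed) and NADPH were mixed with compound. Second, a 15 min room-temperature incubation followed. Third, further NADPH and then DTNB were added to start the reaction. Finally, TNB absorbance was monitored kinetically.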
# AmpC no deterg – blocks E. coli AmpC beta-lactamase in detergent-free assay; AmpC nitrocefin hydrolysis, absorbance 480 nm, 0.0001% Triton; Potency, µM (doses to about 57.1 µM), inactives show at the highest dose activity change, negative = inhibition, hits mostly inhibitors; 330,000 compounds, 0.52% hits; AID 485341;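 also: potency is read from the fitted curve at half-maximal effect; plate controls were no compound for no effect and no enzyme for full effect; nearly all actives have a fitted effect of over 20% in size; some results filed as inactive show a strong effect at the top dose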
#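 20 mM phosphate pH 7.0 + 0.01% (detergent screen) or 0.0001% Triton X-100; 5.3 nM AmpC reagent; cpd preinc 15 min RT; nitrocefin (800 uM stock) to start; A480 q20 s × 4 min; Activity was normalised to no-enzyme and no-compound control wells.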
# AMA1-RON2 inh – inhibitors of Plasmodium falciparum AMA1-RON2 interaction. 360,000 compounds, 0.2% hits. AlphaScreen AMA1-biotinylated RON2 peptide binding. AID 720542. Potency, µM (doses to about 58.2 µM), for inactives: at the top dose activity change, negative = inhibition, usual class: inhibitors;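 also: potency is read from the fitted curve at half-maximal effect; 0% = vehicle wells and -100% = peptide control; nearly all actives have a fitted effect of over 45% in size; some results filed as inactive show a strong effect at the top dose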
#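 AMA1 (3D7) with his tag at 25 nM final met compounds first, then biotinylated RON2 peptide at 25 nM; detection used donor plus acceptor beads, 10 µg/mL apiece, read by AlphaScreen after 30 min at room temperature.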
# HCMV antiviral – blocks human cytomegalovirus replication; 410,000 compounds, 4.5% hits; activity change, negative = inhibition, % at 57.5 µM; HFF cells, HCMV-luciferase reporter, 72 h; stronger effect = lower value; in the data active = activity change below about -60%; inconclusive = no clear call, values can overlap the other calls; inactive = above about -39%
#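 Steps: HFFs plated, 16 h 37C; compounds added; HCMV-luciferase added to MOI 1 PFU/cell; 72 h 37C; OneGlo reagent, 5 min room temperature; luminescence read, normalized to controls.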
# LmPK inh – LmPK (Leishmania mexicana) enzyme inhibition; 290,000 compounds, 0.37% hits; Potency, µM (series often up to 57.5 µM), for the others: at the top dose activity change, negative = inhibition, usual class: inhibitors; AID 1721; purified LmPK, Kinase-Glo ATP luminescence, 1 h; also: potency is read from the fitted curve at half-maximal effect
# Target sequence (Q27686 whole entry, looked up): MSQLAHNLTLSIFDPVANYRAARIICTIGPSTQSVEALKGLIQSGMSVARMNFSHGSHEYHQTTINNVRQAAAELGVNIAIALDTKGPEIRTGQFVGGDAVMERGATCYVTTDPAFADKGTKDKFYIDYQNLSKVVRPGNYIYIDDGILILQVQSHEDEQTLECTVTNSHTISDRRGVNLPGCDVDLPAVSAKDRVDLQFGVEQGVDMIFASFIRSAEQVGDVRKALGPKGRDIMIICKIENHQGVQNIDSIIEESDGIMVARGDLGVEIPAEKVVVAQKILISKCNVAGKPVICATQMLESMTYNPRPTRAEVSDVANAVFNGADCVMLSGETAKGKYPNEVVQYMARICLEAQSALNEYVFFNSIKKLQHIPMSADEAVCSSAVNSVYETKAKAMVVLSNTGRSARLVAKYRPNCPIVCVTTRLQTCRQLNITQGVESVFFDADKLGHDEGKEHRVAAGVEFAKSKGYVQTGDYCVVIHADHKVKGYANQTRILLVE
#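 In 50 mM imidazole pH 7.2 with 7 mM MgCl2, LmPK (0.1 nM) turned over PEP (0.5 mM) and ADP (0.1 mM) for 1 h at room temperature. Luciferase read-out of ATP.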
# Active calls of the source: *; ? = inconclusive; . = no result given; & = joins results of further samples; [ ] = dose if it differs, or a comment. Unless noted, calls follow the shape of the dose curve; as a rule, active = well fitted curve in the direction sought with a large enough effect; inconclusive = small, poorly fitted or top-dose-only effect, or another doubt; inactive = no such curve, though single readings can be large; an effect the other way counts as inactive or inconclusive. Unless noted, % is scaled to controls: 0 for no effect and ±100 for the full control effect.
SMILES,AmpC inh detg,TbPYK inhibitor,Sm TGR inh,AmpC no deterg,AMA1-RON2 inh,HCMV antiviral,LmPK inh
Cc1cc(=O)[nH]c(N/N=C/c2c(C)nn(-c3ccccc3Cl)c2Cl)n1,-8%,-5%,-10%,-38%,2%,-22,-2%
Cc1ccc(Cn2cc(CN3CC(N4CCN(CCN(C)C)CC4)CS3(=O)=O)nn2)cc1 (stereo not given),.,-4%,.,.,12%,1,.
Cn1c(-c2cccs2)nc2ccccc21,-10%,-12%,0%,-17%,3%,-14,-12%
CSc1ccccc1C(=O)NC1CCCCC1,5%,-10%,-12%,-9%,0%,11,0%
CN(C)C(CNC(=O)C1CCN(C(=O)/C=C/c2ccccc2)CC1)c1ccccc1 (stereo not given),-6%,2%,-26%,3%,-16%,-23,-9%
CC(C)c1ccc(C(=O)N/N=C/c2cccc(Cl)c2Cl)cc1,-1%,-3%,0%,-16%,7%,-5,-2%
COc1ccc(CCNCc2sccc2C)cc1OC,1%,0%,4%,-3%,17%,-26,-3%
COc1ccc2c(c1OC)C(=O)OC2C/C(=N\NC(N)=O)c1ccccc1 (stereo not given),13%,-1%,-1%,-23%,-17%,-70*,0%
O=C(c1ccc(F)cc1)N1CCC2(CC1)OCCO2,-12%,-3%,-14%,-16%,-4%,-21,2%
CCn1c(O)c(/C=N/N=C2CCCC2)c2ccc(C3=NNC(=O)CC3)cc21,-4%,-3%,-34%,-7%,5%,3,7%
COc1cc(OC)cc(C(=O)Nc2cccc(C(C)=O)c2)c1,-3%,-2%,4%,-6%,4%,39,?
Cc1ccc(S(=O)(=O)NCCC2=CCCCC2)cc1,-10%,0%,0%,-20%,-5%,-8,.
CC(NS(=O)(=O)c1ccc(Cl)cc1)C(=O)NCc1ccco1 (stereo not given),2%,-3%,-33%,-14%,36%,23,8%
CCN1CCN(C(=O)c2ccc(CSc3ccc(C)cc3)cc2)CC1,6%,-7%,9%,239%[activator],-10%,?,0%
O=C(NCCCn1ccnc1)c1cccc(Br)c1,-8%,-15%,-28%,-13%,-8%,52,4%
O=C(CSc1ccc(C(F)(F)F)cc1[N+](=O)[O-])NCCOc1ccccc1,-9%,6%,-16%,-15%,-8%,2,-2%
Cc1[nH]c2ccccc2c1C1(O)C(=O)N(C(C)C)c2ccccc21 (stereo not given),-5%,.,?,-4%,-23%,25,4%
COc1cccc(C2CC(=O)NC(SC)=C2C#N)c1 (stereo not given),-12%,3%,1%,-14%,0%,0,-3%
COc1ccccc1N1CCN(c2c(CN3CCCC3)c(=O)oc3ccccc23)CC1,17%,-6%,-3%,.,.,-5,.
CCOc1cc(CNc2ccc(CNc3ncn[nH]3)cc2)ccc1OCc1ccccc1,-8%,-5%,-15%,-26%,-20%,-1,-1%
Cc1cc(C)n2cc(CSc3nnnn3C)nc2n1,1%,-4%,-4%,-7%,-7%,-6,2%
O=C(Nc1ccc(O)cc1)c1ccc2c(c1)C(=O)N(Cc1ccccc1)C2=O,-17%,1%,-10%,-37%,2%,65,2%
COc1ccc(NC(=O)C2Cc3cccc(OC)c3O/C2=N\O)cc1 (stereo not given),-2%,0%,5%,2%,-3%,-29,2%
Cc1cccn2c(=O)c3cc(C(N)=S)c(=N)n(CCCN4CCOCC4)c3nc12,-2%,-8%,0%,15%,5%,-64*,1%
C=CCNC(=O)CN(c1cccc(Br)c1)S(C)(=O)=O,-4%,3%,4%,-22%,-5%,14,7%
COc1ccc(C(=O)NCCN2CCOCC2)c(OC)c1,3%,-1%,8%,-13%,4%,-9,-4%
Cc1ccc(C)c(N2CCN(C(c3ccncc3)c3nnnn3Cc3ccccc3)CC2)c1 (stereo not given),?,-2%,?,-16%,-15%,2,2%
NC(=O)NC(Cc1ccccc1)C(=O)O (stereo not given),-13%,1%,-27%,-15%,2%,10,-2%
COc1ccc(N2C(c3cc(OC)cc(OC)c3)=Cc3ccccc3C2CC(C)=O)cc1 (stereo not given),.,1%,.,.,4%,-31,.
O=C(O)c1ccc2c(c1)N(Cc1ccc(F)cc1)C(=O)c1ccccc1S2=O (stereo not given),-2%,-3%,6%,.,.,?,.
Cc1cccc(C)c1NC(=O)CSc1nnc(C)c(=O)[nH]1,-5%,0%,-4%,-14%,-17%,-29,-9%
CCCCN(C(=O)C(C)Oc1cccc(Cl)c1)c1c(N)n(CCC)c(=O)[nH]c1=O (stereo not given),0%,-10%,-2%,-4%,-3%,7,.
O=C(Nc1nnc(S(=O)(=O)N2CCCCCC2)s1)c1cccc(Br)c1,-6%&19%,-3%&-7%,-1%&2%,-42%,20%,79&-13,2%
Cc1ccc(Cl)cc1NC(=O)c1ccc2nc(CCc3ccccc3)oc2c1,18%,-5%,1%,.,.,-21,.
COc1cc(OC)cc(-c2sc3ccc(OC)cc3c2C#CCO)c1,.,-5%,.,24%,0%,18,.
COc1ccccc1/C=N/Nc1nc(C)c(C(C)=O)s1,.,-6%,.,.,18%,83,.
COc1cc(OC)c(/C=N/NC(=O)c2ccc(Cn3nc([N+](=O)[O-])cc3C)cc2)c(OC)c1,1%,-5%,10%,-15%,33%[activator],?,-2%
CC(=O)N1CCC(C(=O)Nc2ccc(S(=O)(=O)NCCc3ccccc3)cc2)CC1,-14%,6%,-13%,0%,-1%,26,-1%
O=C1NC(=O)C(Cc2ccccc2)(Cc2ccccc2)C(=O)N1Cc1ccccc1,.,-6%,.,.,-2%,3,.
Cc1nc(-c2cc(-c3nc(-c4ccc(C(C)(C)C)cc4)no3)no2)cs1,5%,1%,27%,-19%,0%,11,-1%
COc1cccc(CN2CCN(c3ccc(F)cc3)CC2)c1OC,.,-9%,.,.,-22%,10,.
CCOc1cccc(C(=O)Nc2cccc(C(C)=O)c2)c1,-2%,-2%,-7%,-30%,12%,54,-2%
C=CC[C@@H](CC(=O)NCCO)C(=O)N[C@H](C)COC(=O)[C@@H](CC=C)CC(=O)OC(C)(C)C,.,0%,.,61%[activator],-7%,4,.
CC(C)(O)C#Cc1ccc(CNC[C@H]2O[C@@H](n3cnc4c(=O)[nH]c(N)nc43)[C@H](O)[C@@H]2O)s1,.,-2%,.,.,-3%,-9,.
O=C(NC1CC2CCC(C1)N2C(=O)NCc1ccccc1)C1CC1 (stereo not given),?,-1%,-5%,-12%,4%,-1,-1%
O=c1c(-c2ccccc2)c(O)c2ccccc2n1-c1ccccc1,6%,-3%,1%,-10%,4%,-64*,1%
CNC(=O)c1cc2cc(OC)ccc2n1CCN(C)C,3%,-1%,-1%,-4%,4%,?,4%
CCCCC(=O)Nc1ccc(C(=O)OC2CCCCC2)cc1,?,4%,8%,-17%,14%,-96*,2%
Cc1cc(-c2cc(C)c(N)c(C)c2)cc(C)c1N,.,-15%,.,.,?,25,.
CN(C(=O)Oc1ccc([N+](=O)[O-])cc1)c1ccccc1,0%,1%,8%,-20%,-5%,?,1%
CCN(CC)C1Oc2cc3c(cc2C(c2cc(OC)c(OC)c(OC)c2)C1C)OCO3 (stereo not given),.,-4%,.,.,-13%,?,.
COc1ccc(C(CNC(=O)c2cc(S(=O)(=O)NCc3ccccc3)ccc2C)N2CCOCC2)cc1 (stereo not given),-11%,5%,-2%,121%[activator],94%[activator],-20,.

# 18 structures from above, ordered by SMILES length, largest number first.
SMILES,AmpC inh detg,TbPYK inhibitor,Sm TGR inh,AmpC no deterg,AMA1-RON2 inh,HCMV antiviral,LmPK inh
CC(C)(O)C#Cc1ccc(CNC[C@H]2O[C@@H](n3cnc4c(=O)[nH]c(N)nc43)[C@H](O)[C@@H]2O)s1,.,-2%,.,.,-3%,-9,.
C=CC[C@@H](CC(=O)NCCO)C(=O)N[C@H](C)COC(=O)[C@@H](CC=C)CC(=O)OC(C)(C)C,.,0%,.,61%[activator],-7%,4,.
COc1cc(OC)c(/C=N/NC(=O)c2ccc(Cn3nc([N+](=O)[O-])cc3C)cc2)c(OC)c1,1%,-5%,10%,-15%,33%[activator],?,-2%
COc1ccc(C(CNC(=O)c2cc(S(=O)(=O)NCc3ccccc3)ccc2C)N2CCOCC2)cc1 (stereo not given),-11%,5%,-2%,121%[activator],94%[activator],-20,.
CCCCN(C(=O)C(C)Oc1cccc(Cl)c1)c1c(N)n(CCC)c(=O)[nH]c1=O (stereo not given),0%,-10%,-2%,-4%,-3%,7,.
CC(=O)N1CCC(C(=O)Nc2ccc(S(=O)(=O)NCCc3ccccc3)cc2)CC1,-14%,6%,-13%,0%,-1%,26,-1%
CCN(CC)C1Oc2cc3c(cc2C(c2cc(OC)c(OC)c(OC)c2)C1C)OCO3 (stereo not given),.,-4%,.,.,-13%,?,.
Cc1nc(-c2cc(-c3nc(-c4ccc(C(C)(C)C)cc4)no3)no2)cs1,5%,1%,27%,-19%,0%,11,-1%
O=C(Nc1nnc(S(=O)(=O)N2CCCCCC2)s1)c1cccc(Br)c1,-6%&19%,-3%&-7%,-1%&2%,-42%,20%,79&-13,2%
Cc1ccc(Cl)cc1NC(=O)c1ccc2nc(CCc3ccccc3)oc2c1,18%,-5%,1%,.,.,-21,.
O=C(NC1CC2CCC(C1)N2C(=O)NCc1ccccc1)C1CC1 (stereo not given),?,-1%,-5%,-12%,4%,-1,-1%
O=c1c(-c2ccccc2)c(O)c2ccccc2n1-c1ccccc1,6%,-3%,1%,-10%,4%,-64*,1%
Cc1cccc(C)c1NC(=O)CSc1nnc(C)c(=O)[nH]1,-5%,0%,-4%,-14%,-17%,-29,-9%
COc1cccc(CN2CCN(c3ccc(F)cc3)CC2)c1OC,.,-9%,.,.,-22%,10,.
CCOc1cccc(C(=O)Nc2cccc(C(C)=O)c2)c1,-2%,-2%,-7%,-30%,12%,54,-2%
CCCCC(=O)Nc1ccc(C(=O)OC2CCCCC2)cc1,?,4%,8%,-17%,14%,-96*,2%
Cc1cc(-c2cc(C)c(N)c(C)c2)cc(C)c1N,.,-15%,.,.,?,25,.
CNC(=O)c1cc2cc(OC)ccc2n1CCN(C)C,3%,-1%,-1%,-4%,4%,?,4%
